Bioassay records (PubChem BioAssay)
MCF10A rerep: induces DNA re-replication in MCF 10a normal breast cells; Potency, µM (doses to about 46.1 µM), without a hit: top-dose activity, positive = re-replication, hits mostly activators; 350,000 tested, 2.9% active; AID 624296; MCF 10A DNA re-replication, Hoechst nuclear intensity, 48 h; further: potency means the concentration at half of the fitted maximal effect; % of control where 0% means no effect; nearly all actives have a fitted effect of over 50% in size
IL-1B inflam inh: inflammasome signaling inhibition, IL-1 beta readout | THP-1 LPS/ATP IL-1B secretion, AlphaLISA, 16 h; hits give low values | 360,000 tested, 4.7% active | activity change, % at 57.5 µM | AID 743279; in the data active means activity change below about -50%; inconclusive means mostly about -30% to -49%; further: on the % scale 0 is the no-effect control and ±100 the full control effect
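Secreted IL-1B measured by AlphaLISA bead assay after 16 h compound exposure of THP-1 cells; compounds (final up to 57.5 uM) added 1 h before LPS (250 ng/mL) and ATP (1.25 mM) stimulation; lower signal means less secretion.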
KB-V1 MDR tox: kills drug-selected multidrug resistant KB-V1 cells. KB-V1 MDR cells viability, CellTiter-Glo, 72 h. Potency, µM (doses to about 46.1 µM), for inactives: top-dose activity change, negative = cytotoxicity, most hits filed as cytotoxic. 400,000 tested, 3.4% active. AID 1347076; further: potency means the concentration at half of the fitted maximal effect; on the % scale 0 is the no-effect control and ±100 the full control effect; nearly all actives have a fitted effect of over 60% in size
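Cytotoxicity toward P-gp-expressing KB-V1 cells was determined as loss of CellTiter-Glo luminescence after 72 h at 37 degrees C. Compounds were tested in quantitative HTS format across a concentration range, with curves fitted to normalized data.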
KB-3-1 cytotox: kills parental KB-3-1 adenocarcinoma cells | KB-3-1 viability, CellTiter-Glo ATP luminescence, 72 h | Potency, µM (series often up to 46.1 µM), inactives show at the highest dose activity change, negative = cytotoxic, usual class: cytotoxic | 400,000 tested, 1.4% active | AID 1347075; further: potency means the concentration at half of the fitted maximal effect; on the % scale 0 is the no-effect control and ±100 the full control effect; nearly all actives have a fitted effect of over 60% in size
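Viability of parental KB-3-1 cells, measured by CellTiter-Glo luminescence, followed a 72 h incubation at 37 °C with pinned compounds in phenol-red-free DMEM containing 10% FBS.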
S2 tox: viability counter-screen for ATXN expression inhibitors; 400,000 tested, 0.49% active; AID 651635; Potency, µM (series often up to 56.7 µM), most hits filed as cytotoxic; S2 cells (HEK-293 line with an ATXN2-luciferase reporter) viability, CellTiter-Fluor protease fluorescence, 24 h; further: potency means the concentration at half of the fitted maximal effect; nearly all actives have a fitted effect of over 40% in size
SW480 rerep: induces DNA re-replication in SW480 colon adenocarcinoma cells. SW480 DNA re-replication, Hoechst DNA content imaging, 48 h. Potency, µM (highest dose often 46.1 µM), inactives show top-dose re-replication activation, actives largely listed as activators. 340,000 tested, 1.8% active. AID 624297; further: potency means the concentration at half of the fitted maximal effect; % of control where 0% means no effect; nearly all actives have a fitted effect of over 55% in size
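250 cells/well; 23 nL cpd via pin tool; 48 hr, 37 C, 5% CO2; Hoechst 40 min; imager read of total nuclear intensity, ex 405/em 500-530 nm.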
HT1080 IDH1KD tx: toxicity to HT-1080 IDH1 knockdown cells (counter line); HT-1080 IDH1 knockdown viability, ATP luminescence, 48 h; Potency, µM (series often up to 46.1 µM), for inactives: at the top dose activity, negative = toxicity, most hits filed as cytotoxic; 360,000 tested, 2% active; AID 686971;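 further: potency means the concentration at half of the fitted maximal effect; 0% = DMSO wells and -100% = cell-free medium wells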
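Knockdown cells (IDH1KD HT-1080) received compounds 2 h after plating at 750 cells/well and were kept 48 h at 37 °C in 5% FBS RPMI. A CellTiter-Glo luminescence read gave % activity for curve fitting.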
HT1080NT lethal: kills 2HG-producing HT-1080-NT fibrosarcoma cells; HT-1080-NT fibrosarcoma viability, CellTiter-Glo ATP luminescence, 48 h; 360,000 tested, 1.6% active; Potency, µM (doses to about 46.1 µM), for inactives: at the highest dose activity, negative = less viability, most hits filed as cytotoxic;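 further: NT is the 2HG producing partner of a matched IDH1 knockdown line; potency means the concentration at half of the fitted maximal effect; 0% = DMSO-treated cells and -100% = media-only wells without cells; nearly all actives have a fitted effect of over 55% in size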
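Compounds were tested in concentration-response format on HT-1080-NT cells for 48 hours at 37 degrees C. Cell viability came from CellTiter-Glo luminescence; curves were classified by r2, response magnitude and activity.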
ATXN2 expr inh: ATXN2 expression inhibition; HEK-293 ATXN2-luciferase reporter, luminescence, 24 h; Potency, µM (titrated, usually from 57 µM), for the others: at the highest dose activity change, negative = inhibition, usual class: inhibitors; 360,000 tested, 0.72% active; further: potency means the concentration at half of the fitted maximal effect; on the % scale 0 is the no-effect control and ±100 the full control effect; nearly all actives have a fitted effect of over 55% in size
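qHTS (up to 57 uM final) was run with 24 h compound exposure of reporter cells at 37 °C. Each well was multiplexed: SteadyGlo luminescence measured ATXN2-luciferase expression after a fluorogenic Gly-Phe-AFC viability readout (25 uM final).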
An asterisk follows results filed as active; i = inactive; ? = inconclusive; / = no result given; & = joins results of further samples; [ ] = remark or other dose. Unless noted, the call rests on the fitted dose curve; in most records, active means well fitted curve in the direction sought with a large enough effect; inconclusive means small, poorly fitted or top-dose-only effect, or another doubt; inactive means no such curve, though single readings can be large; an effect the other way counts as inactive or inconclusive. Compounds were not picked by outcome; about 11% have a hit in one of these screens.

molecule,MCF10A rerep,IL-1B inflam inh,KB-V1 MDR tox,KB-3-1 cytotox,S2 tox,SW480 rerep,HT1080 IDH1KD tx,HT1080NT lethal,ATXN2 expr inh
NC(=S)Nc1nccc(-c2cccs2)n1,-5%,22,9%,3%,i,-12%,-5%,-13%,29%[11.3 µM]
Cc1ccc2c(Cl)c(C)c(N3CCOCC3)nc2n1,13%,15,-27%,-18%,i,8%,11%,-3%,-15%
CC(=O)Nc1ccc(S(=O)(=O)NCC2CCC(C(=O)NCCC(C)C)CC2)cc1 (stereo not given),-7%,-10,5%,-22%,i,1%,4%,-2%,0%
CC(=O)Nc1ccc(S(=O)(=O)Nc2nc3cc4c(cc3nc2Cl)OCCO4)cc1,12%,14,-17%,0%,i,8%,6%,2%,17%
O=c1[nH]c2ccccc2c(O)c1SCCO,1%,8,-5%,1%,i,-5%,20%,15%,23%
O=S(=O)(CCSc1ccc(C(F)(F)F)cn1)c1ccccc1,4%,3,1%,2%,i,-12%,10%,5%,/
CC1=NNC(=O)C1CC(=O)N/N=C/c1ccc(C)o1 (stereo not given),-5%,-10,3%,18%,?,-5%,6%,11%,-12%
O=c1cc[nH]c(=S)[nH]1,-1%,/,/,/,i,0%,/,/,0%
O=C(C1CCN(S(=O)(=O)c2cccs2)CC1)N1CCN(c2ccccc2O)CC1,?,-27,0%,?,i,-16%,-9%,0%,6%
CC(=O)N1c2ccccc2C(C)(c2ccccc2)CC1(C)C (stereo not given),?,16,10%,12%,i,-10%,?,-4%,7%
CCS(=O)(=O)N1CCN=C1SCc1ccc(F)cc1,3%,3,?,1%,?,-11%,9%,0%,/
O=S(=O)(NCCOc1ccc(F)cc1)c1ccc2c(c1)OCCO2,1%,-7,-14%,-8%,i,-3%,-2%,3%,2%
CCOC(=O)CCCN1CC(O)=C(c2nc3ccccc3s2)C1=N,-5%,37,?,-6%,i,-2%,12%,1%,0%
CC(=O)c1ccc(Cc2ncc(C(F)(F)F)cc2Cl)s1,3%,16,0%,-14%,i,3%,9%,3%,-16%
Cc1noc(/C=C/c2cccs2)c1S(=O)(=O)N1CCC(C(=O)NCCCN2CCC(C)CC2)CC1,?,-16,13%,-2%,?,2%,-22%,12%,7%
COc1ccccc1/C=C/C(=O)OCC(=O)NC1CCCCCC1,1%,10,?,3%,i,11%,-6%,-1%,-4%
O=C(Nc1ccc(F)cc1F)C1CCN(C(=O)c2ccc(Br)cc2)CC1,19%,-2,-21%,-4%,i,2%,-3%,0%,/
CC(C)(C)c1ccc(OCCNC(=O)Cc2ccc(F)cc2)cc1,?,2,?,8%,i,3%,-5%,8%,19%
O=C(Nc1nccs1)c1cccc(N2C(=O)c3cccc4c([N+](=O)[O-])ccc(c34)C2=O)c1,3.7µM*,-106*,?,?,?,7.3µM*,16µM*,21µM*,?
O=Nc1c(O)[nH]c2ccc(F)cc12,7%,-88*,-4%,0%,i,13%,0%,-4%,-2%
CSc1cnnc2ccccc12,0%,8,?,2%,i,-3%,-2%,2%,-3%
COCCNC(=O)CN(C(=O)Cn1nnc2ccccc21)c1cccc(C)c1C,-4%,-9,-10%,9%,i,-2%,1%,1%,-13%
O=C(c1ccc(Oc2ccc(C(F)(F)F)cc2[N+](=O)[O-])cc1)N1CCOCC1,9%,10,23µM*,?,i,-13%,-3%,-1%,-11%
O=C(COc1ccccc1)OCc1cc2ccccc2[nH]c1=O,3%,-8,6%,2%,i,4%,-2%,4%,-6%
CCCc1ccc(-c2cc(C(=O)NCCc3ccc(S(N)(=O)=O)cc3)c3ccccc3n2)cc1,19%,?,4%,1%,i,8%,?,?,39%[activator]
C[N+]12CCCCC1[C@@H](CO)CCC2 (stereo not given in full),1%,18,-8%,-1%,i,2%,3%,7%,3%
CCCOC(=O)C1[C@H]2C(=O)N(CC3CCCO3)C[C@]23C=C[C@H]1O3 (stereo not given in full),-15%,14,2%,-6%,i,-12%,8%,7%,-5%
COc1ccc(-c2oc(=O)c3cc(OC)c(OC)cc3c2-c2ccc3c(c2)OCO3)cc1,26%,-11,13%,-7%,i,?,-6%,-3%,2%
CC1CCCCN1S(=O)(=O)c1ccc2c(c1)oc(=O)n2CC(=O)O (stereo not given),-12%,7,5%,11%,i,-5%,15%,9%,4%
Cc1ccc(NC(=O)CCn2nc([N+](=O)[O-])cc2C)nc1,2%,9,1%,24%,i,-1%,12%,17%,-7%
C=CCN(CC=C)CC(O)Cn1c2ccccc2c2ccccc21 (stereo not given),15%,-74*,-7%,-11%,?,-6%,?,?,?
COC(=O)/C=C/c1c(C)nc(NCc2ccccc2)nc1Cl,-9%,-11,0%,4%,i,-11%,-7%,5%,8%
Cc1c(C(=O)N(C)c2cccc(Cl)c2)cnn1-c1ccccc1,-2%,-1,-14%,0%,i,-21%,2%,-8%,34%
O=C(CCNS(=O)(=O)c1cccs1)N1CCc2ccccc2C1,-2%,0,-8%,9%,i,-3%,9%,7%,13%
CCC(=O)N1CCc2cc(S(=O)(=O)CCC(=O)N3CCN(c4ccccc4F)CC3)ccc21,4%,-14,-14%&0%,-5%&4%,i,-5%,-3%,0%,1%&5%
CCC1CN(C(=O)N2CCC(C(=O)NCc3ccccc3OC)CC2)c2ccccc2O1 (stereo not given),17%,-1,0%,?,?,?,-7%,0%,-28%
COc1ccc(Nc2c(-c3ccccn3)nc3ccc(Cl)cn23)cc1,/,/,-20%,14%,i,/,/,/,4%
O=C(COc1coc(CN2CCc3ccccc32)cc1=O)NCCc1ccccc1,9%,9,-2%,-1%,?,-4%,1%,4%,2%
Cc1cc(C)nc(S/C=C/C(=O)c2ccccc2F)n1,2.6µM*,?,?,0%,i,-4%,2.9µM*,3.7µM*,-7%
CC(C)(C)C1CCC2(CC1)NC(CO)(CO)CO2 (stereo not given),-8%,24,18%,14%,i,3%,14%,18%,-1%
CC(C)[C@H](NC(=O)c1ccccc1)C(=O)OCC(=O)Nc1sccc1C(N)=O,-10%,32,-3%,0%,i,3%,1%,-5%,-8%
CCC(NC(=O)C1CCCC1)c1ccccc1 (stereo not given),-9%,13,-4%,-12%,i,-6%,-3%,-4%,3%
CC(C)c1c(C(=O)N/N=C/c2ccc(Cl)cc2Cl)nnn1-c1nonc1N,2%,32,12%,2%,i,-9%,5%,9%,/
CCOC(=O)c1ccc(NC(=S)N2CCC(C(N)=O)CC2)cc1,-3%,-11,2%,8%,i,-8%,0%,0%,10%
NS(=O)(=O)c1cnccc1Nc1cccc(F)c1,0%,-1,5%,-12%,i,0%,12%,5%,9%
CN(C)c1nc(Oc2ccc(/C=N/O)cc2)nc(N(C)C)n1,-3%,-4,2%,17%,i,1%,7%,12%,-4%
CC1=C(C(=O)Nc2ccc(CC(=O)NCc3ccccc3C)cc2)SCCO1,?,5,-24%,?,i,-1%,?,?,9%
CCOC(=O)C1=C(COC(=O)CCNS(=O)(=O)c2ccc(NC(C)=O)cc2)NC(=O)NC1C (stereo not given),-27%,33,13%,-2%,i,?,0%,1%,-2%
CC(=O)c1ccc(NC(=O)CCCC(=O)c2ccccc2)cc1,-2%,2,-1%,6%,i,-18%,0%,4%,20%
CC1CCCCC1NC(=O)C1CCC(CNS(=O)(=O)c2ccccc2)CC1 (stereo not given),1%,38,-3%,2%,i,6%,8%,-14%,-11%

Continuation.
molecule,MCF10A rerep,IL-1B inflam inh,KB-V1 MDR tox,KB-3-1 cytotox,S2 tox,SW480 rerep,HT1080 IDH1KD tx,HT1080NT lethal,ATXN2 expr inh
Cc1csc(=O)n1CCC(=O)OCC(=O)NCc1ccccc1,/,-1,-1%,-7%,i,/,-2%,2%,/
COc1ccc(CNC(=O)CSc2nc3ccsc3c(=O)n2Cc2ccccc2Cl)cc1,/,/,10%,4%,i,/,/,/,-4%
Cc1nnc(NC(=O)c2ccc3c(c2)NC(=O)CS3)s1,?,-13,8%,6%,i,-5%,4%,0%,/
Cc1nc2c(s1)sc1ccccc12,-3%,-22,6%,14%,i,1%,1%,0%,9%
O=[N+]([O-])c1sccc1CS(=O)(=O)c1ccccc1,-1%,-5,0%,10%,i,-4%,14%,0%,13%
CCCCOc1ccc(C2CCC(C(C)=O)C(C)C2)cc1 (stereo not given),?,-4,-16%,-3%,i,?,-5%,1%,53%[activator]
COc1ccc(-c2cc(C(=O)N3CCN(Cc4ccc5c(c4)OCO5)CC3)on2)cc1OC,?,9,-1%,12%,i,?,-14%,0%,-6%
NC(=O)CC(NC(=O)c1ccccc1)c1ccc(NCC2CC2)c([N+](=O)[O-])c1 (stereo not given),-2%,0,3%,0%,?,-2%,-1%,6%,2%
COc1cccc(NC(=O)Cn2nnc(C(=O)NCCc3ccccc3)c2N)c1,-1%,13,26%,-2%,i,-23%,-10%,-23%,4%
Cc1ccc2nc(N3CCN(C(=O)c4cccs4)CC3)c(C#N)cc2c1,?,-59*,?,-2%,i,13%,-4%,-3%,-7%
CS(=O)(=O)c1ccc(Nc2nc(C(N)c3ccccc3)cs2)cc1 (stereo not given),/,-5,4%,0%,i,/,-1%,2%,4%
CCCCn1c(=O)c(CCC(=O)OCC(=O)NC(=O)NCCC(C)C)nc2ccccc21,0%,-2,-5%,12%,i,-3%,3%,-11%,/
